RT RNaseH block – inhibitors of HIV-1 reverse transcriptase RNase H; P04585; hit rate 1.9% among 65,000; inhibition, % at 10 µM; RT-RNase H RNA/DNA duplex cleavage, fluorescence; in the data active = inhibition above about 50%
RmlC RmlD mix – inhibitors of RmlC and RmlD coupled enzymes; RmlC/RmlD coupled enzyme inhibition, 384-well mixture HTS; inhibition, % at 5.5 µM; hit rate 0.39% among 110,000; in the data active = inhibition above about 30%, passing the limit was not always enough; note: strong numbers were not always called active
Active calls of the source: *. Only part of the results is shown; rates above refer to the full screens.

CCOC(=O)C1=C(C)OC(N)=C(C#N)C1c1ccoc1 (stereo not given) was read as RT RNaseH block -89.2 and RmlC RmlD mix -11.7.
For COC(=O)CN(c1ccc(F)cc1)S(=O)(=O)c1ccc2c(c1)OCCO2 the results were RT RNaseH block -19.2 and RmlC RmlD mix 1.4.
Screening CCCCn1c(O)c(C(C)=NCC2CCCO2)c(=O)[nH]c1=O (stereo not given) returned RmlC RmlD mix -9.5.
`Cc1cc(C)n2nc(C(=O)N3CCOCC3)nc2n1` gave RT RNaseH block -0.3 and RmlC RmlD mix -10.9.
`CCCCC[C@H](O)/C=C/[C@@H]1[C@@H](C/C=C\CCCC(=O)O)[C@H]2CO[C@@H]1C2` gave RmlC RmlD mix 9.7.
`CSCCC(NC(=O)c1ccco1)C(=O)OCC(=O)Nc1sccc1C#N` (stereo not given) gave RT RNaseH block -3.9.
Screening CC(C)NC(=O)c1onc(CSc2ccc(F)c(F)c2)c1C(=O)O returned RmlC RmlD mix 10.9.
`Nc1nnnn1/N=C/C=C/c1ccccc1` gave RT RNaseH block -31.9 and RmlC RmlD mix 12.2.
Cc1ccc(CNC(=O)C2CC(=O)N(C3CCCCCCC3)C2)cc1 (stereo not given) was read as RT RNaseH block -4.5 and RmlC RmlD mix 5.2.
COCCn1c(C)cc(C(=O)CSc2ncnc3sc4c(c23)CCC4)c1C was read as RT RNaseH block 0.6 and RmlC RmlD mix 1.9.

Fetched by compound from above (2):
COCCn1c(C)cc(C(=O)CSc2ncnc3sc4c(c23)CCC4)c1C was read as RT RNaseH block 0.6 and RmlC RmlD mix 1.9.
Cc1ccc(CNC(=O)C2CC(=O)N(C3CCCCCCC3)C2)cc1 (stereo not given) was read as RT RNaseH block -4.5 and RmlC RmlD mix 5.2.

(next part)
O=S(=O)(Nc1ccncc1)c1ccc(Cl)cc1 was read as RmlC RmlD mix -7.3.
For COc1cc2[nH]c(=O)n(Cc3ccccc3Cl)c(=O)c2cc1OC the results were RmlC RmlD mix 11.1.
For COc1ccc(S(=O)(=O)N2CCCN(CCC(=O)Nc3cccc(C(F)(F)F)c3)CC2)cc1 the results were RT RNaseH block -10.8.
CCc1nc(SCC(=O)N2CCC(C)CC2)c2c(=O)n(C)c(=O)n(C)c2n1 was read as RT RNaseH block -6.2 and RmlC RmlD mix 13.7.
Screening CN1C(=S)SC(C)(NO)C1(C)C (stereo not given) returned RT RNaseH block 50.9* and RmlC RmlD mix -8.9.
COC/C=C1\CN2C3C[C@@H]1[C@H]1COC4=Nc5cc(OC)c(OC)c(OC)c5[C@@]43C[C@@H]12 was read as RmlC RmlD mix -16.9.
`CCCCCCCCCCn1c2c(c(=N)c3c1CCC3)CCC2` gave RmlC RmlD mix -33.9.
For N#CC(C(=O)C12CC3CC(CC(C3)C1)C2)c1nc2ccccc2[nH]1 (stereo not given) the results were RT RNaseH block 32.4 and RmlC RmlD mix 6.7.
Cc1ccc(C(=O)COC(=O)CNC(=O)c2cccs2)cc1 was read as RmlC RmlD mix -16.3.
For CCO[C@@H]1OC(C(=O)NCc2nc3ccccc3[nH]2)=C[C@H](c2ccc(C(F)(F)F)cc2)[C@H]1CCCO the results were RmlC RmlD mix -7.8.
O=C(Cn1cnc2c(cnn2-c2ccc(F)cc2)c1=O)N1CCN(c2ccccc2)CC1 was read as RT RNaseH block -12.9.
For C[C@H]1COc2c(C3(N)CC3)c(F)cc3c(=O)c(C(=O)O)cn1c23 the results were RmlC RmlD mix -9.1.
Screening CC(C)CC(=O)NC(=S)Nc1ccccc1F returned RmlC RmlD mix -2.3.
`Nc1cc(-c2ccc(Cl)cc2)nn1S(=O)(=O)c1cccc2nsnc12` gave RmlC RmlD mix 15.2.
Screening Cc1cc(C)cc(NC(=O)CCC(=O)Nc2cc(C)on2)c1 returned RmlC RmlD mix -12.7.
Screening CN(C)c1ccc(N2[C@@H](CC(=O)O)c3cc(C(F)(F)F)ccc3S2(=O)=O)cc1 returned RmlC RmlD mix -8.1.
CCOC(=O)C(O)(CC(=O)Nc1cc(F)ccc1C)C(F)(F)F (stereo not given) was read as RmlC RmlD mix -10.6.
CCOc1ccc(/C(O)=C2\C(=O)C(=O)N(CCN(C)C)C2c2cccc(OC)c2OC)cc1Cl (stereo not given) was read as RT RNaseH block -18.1 and RmlC RmlD mix 6.9.
O=C(Nc1ccc(Cl)cc1)c1cc2nc(C3CC3)cc(C(F)(F)F)n2n1 was read as RmlC RmlD mix 15.5.
Screening CCOC(=O)CSC1=C(C#N)C(c2ccc(C)o2)CC(=O)N1 (stereo not given) returned RT RNaseH block -16.9 and RmlC RmlD mix 5.9.

Next section, starting with the last 3 of the part before.
CCOc1ccc(/C(O)=C2\C(=O)C(=O)N(CCN(C)C)C2c2cccc(OC)c2OC)cc1Cl (stereo not given) was read as RT RNaseH block -18.1 and RmlC RmlD mix 6.9.
O=C(Nc1ccc(Cl)cc1)c1cc2nc(C3CC3)cc(C(F)(F)F)n2n1 was read as RmlC RmlD mix 15.5.
Screening CCOC(=O)CSC1=C(C#N)C(c2ccc(C)o2)CC(=O)N1 (stereo not given) returned RT RNaseH block -16.9 and RmlC RmlD mix 5.9.
Screening CSCCC(C(=O)N1CC2(C)CC1CC(C)(C)C2)N1C(=O)c2ccccc2C1=O (stereo not given) returned RmlC RmlD mix -2.7.
For COCCCNC(=O)c1ccc2c(c1)ncn2-c1ccccc1OC the results were RT RNaseH block -6.0 and RmlC RmlD mix -8.5.
`CNC(=O)CC1C(=O)N(C)C(=S)N1NC(=O)c1ccc(Cl)cc1` (stereo not given) gave RmlC RmlD mix 47.5.
For COc1ccccc1NC(=O)CCN1CCN(CCC(=O)Nc2ccccc2OC)CC1 the results were RT RNaseH block -3.6.
`COc1ccc(-n2nnnc2/C=C\Nc2ccccc2C(=O)c2ccccc2)cc1` gave RmlC RmlD mix 3.2.
Screening Cn1c(=O)c2c(ncn2CC(=O)N2CCN(c3ccccc3)CC2)n(C)c1=O returned RT RNaseH block -9.3 and RmlC RmlD mix 6.0.
`Cc1ccc(-c2nnc(Nc3ccc(CC(N)=O)cc3)c3ccccc23)cc1` gave RmlC RmlD mix 17.2.
CC(C)Sc1nc2c(c(=O)[nH]c(=O)n2C)n1C was read as RT RNaseH block -5.5 and RmlC RmlD mix 4.9.
`CCCCNC(=O)CCCn1c(=O)c2ccccc2n(CC(=O)NCCC2=CCCCC2)c1=O` gave RT RNaseH block -6.0 and RmlC RmlD mix -11.7.
Screening C=CCN(C(=O)CNC(=O)c1ccco1)C(C(=O)NC1CCCCC1)c1ccc(F)cc1 (stereo not given) returned RT RNaseH block -3.9.

An excerpt from above in order of count of non-hydrogen atoms, falling:
Screening C=CCN(C(=O)CNC(=O)c1ccco1)C(C(=O)NC1CCCCC1)c1ccc(F)cc1 (stereo not given) returned RT RNaseH block -3.9.
`COc1ccc(-n2nnnc2/C=C\Nc2ccccc2C(=O)c2ccccc2)cc1` gave RmlC RmlD mix 3.2.
`Cc1ccc(-c2nnc(Nc3ccc(CC(N)=O)cc3)c3ccccc23)cc1` gave RmlC RmlD mix 17.2.

Carrying on:
Screening CCn1ccnc1C(O)c1cccc(OC)c1OC (stereo not given) returned RT RNaseH block -14.9 and RmlC RmlD mix -5.1.
Screening CCC1Oc2ccc(C)cc2N(CC(=O)N(Cc2cccnc2)Cc2cccc(F)c2)C1=O (stereo not given) returned RmlC RmlD mix 3.4.
Screening N/C(=N\OS(=O)(=O)c1ccc(Cl)cc1)c1ccncc1 returned RmlC RmlD mix -4.9.
`CCCn1c(=N)n(CC(O)c2ccco2)c2ccccc21` (stereo not given) gave RT RNaseH block -11.3 and RmlC RmlD mix 2.3.
COc1ccc(CN(C(=O)CN2C(=O)C(C)Oc3ccccc32)C2CCCC2)c(OC)c1 (stereo not given) was read as RT RNaseH block -8.0 and RmlC RmlD mix 9.4.
For O=C(O)CCn1c(=O)[nH]c2ccccc2c1=O the results were RT RNaseH block -9.1 and RmlC RmlD mix -9.1.
`O=C(COc1ccccc1)N1CCc2ccccc2C1` gave RT RNaseH block -36.3 and RmlC RmlD mix 13.2.
For Nc1nc(N2CCN(C(=O)c3ccco3)CC2)nc2ccccc12 the results were RmlC RmlD mix 12.0.
Screening CCCCN(C)CCCNC(=O)CC1Oc2ccccc2NC1=O (stereo not given) returned RT RNaseH block 5.0 and RmlC RmlD mix -19.7.
`Cc1cc(Cl)c(S(=O)(=O)NCc2cccnc2)cc1OCC(N)=O` gave RT RNaseH block -2.5 and RmlC RmlD mix -7.0.
`CCOC(=O)Cc1ccc(NS(=O)(=O)c2ccc(SC)cc2)cc1` gave RT RNaseH block 36.5 and RmlC RmlD mix -7.0.
`CCOc1nc(-c2ccccc2)ccc1-c1noc(-c2ccc(OC)c(OC)c2)n1` gave RT RNaseH block -7.6.
`CS(=O)(=O)N(CC(=O)Nc1ccccc1C(=O)NCc1ccccc1)c1ccc2c(c1)OCCO2` gave RmlC RmlD mix 6.5.
For CCN(CC)CCCNC(=O)Cn1nc(-c2ccccc2)ccc1=O the results were RmlC RmlD mix 3.3.
For O=C(CCCOc1ccccc1)Nc1nncs1 the results were RT RNaseH block 9.2 and RmlC RmlD mix 7.7.
Screening Cc1c(N(C)C(=O)c2ccccc2F)c(=O)n(-c2ccccc2)n1C returned RT RNaseH block -27.7 and RmlC RmlD mix 7.8.
COc1ccc(-c2[nH]ncc2/C=N\NS(=O)(=O)c2ccc(Cl)cc2)cc1 was read as RmlC RmlD mix 7.5.
COc1cc(C=O)ccc1OCC(=O)N1CCOCC1 was read as RmlC RmlD mix 5.1.
`CN(C)CCOC(c1ccc(Cl)cc1)c1ccccn1` (stereo not given) gave RmlC RmlD mix 5.0.
Screening Cc1ccc(C)c(N(CC(=O)NCCSCc2ccco2)S(C)(=O)=O)c1 returned RT RNaseH block -4.5 and RmlC RmlD mix 0.3.
CS(=O)(=O)N(CC(=O)NCC1CCCO1)Cc1ccc(Cl)cc1 (stereo not given) was read as RT RNaseH block -2.9 and RmlC RmlD mix -11.1.
For COc1ccc2nc(SCC(=O)/C(C#N)=C(\C)N)[nH]c2c1 the results were RmlC RmlD mix -12.0.
`COc1ccc2oc(=O)c(C(=O)NCc3ccccn3)cc2c1` gave RmlC RmlD mix 17.5.
For COCCNC(=O)C(c1cccs1)N(C(=O)Cn1nnc2ccccc21)c1cccc(C)c1 (stereo not given) the results were RT RNaseH block -28.4 and RmlC RmlD mix -42.3.
For O=C(N/N=C/c1cccs1)c1cccc2cc[nH]c12 the results were RmlC RmlD mix 10.8.
CCOc1cc(/C=N/N=C(/N)c2nonc2N)cc(Br)c1OCc1ccc(Cl)cc1 was read as RmlC RmlD mix 7.6.
Screening CC(NC(=O)CSc1n[nH]c(=O)n1C1CC1)C12CC3CC(CC(C3)C1)C2 (stereo not given) returned RT RNaseH block -3.7 and RmlC RmlD mix 8.2.
Screening CCn1c(CNC(=O)c2cccs2)nnc1SCC(=O)Nc1cc(Cl)ccc1C returned RmlC RmlD mix 6.2.
CCOC(=O)C1CCN(S(=O)(=O)c2nc3nc(C)cc(C)n3n2)CC1 was read as RT RNaseH block -5.5 and RmlC RmlD mix 6.1.
Brc1ccc(/C=N/Nc2ccc3ccccc3n2)cc1 was read as RmlC RmlD mix -3.5.
Screening CCCn1c(C(Cc2ccccc2)NC(=O)COC)nc2ccccc21 (stereo not given) returned RmlC RmlD mix -8.8.
For CC1=C(C(=O)OC(C)C)C(c2coc3ccccc3c2=O)C2=C(CCCC2=O)N1 (stereo not given) the results were RmlC RmlD mix -14.2.
`C/C(CC(=O)NCc1ccco1)=N\NC(=O)Cc1ccc(Cl)cc1` gave RmlC RmlD mix -12.2.
Screening Cn1cccc1/C=C1/SC(=S)N(CC(=O)O)C1=O returned RmlC RmlD mix 1.2.
`CCn1cc(C(=O)NCC2CCCO2)c(=O)c2cc(S(=O)(=O)N(C)C3CCCCC3)ccc21` (stereo not given) gave RT RNaseH block -6.8 and RmlC RmlD mix -5.1.
For CCOC(=O)C1CCCn2c1nc1sc3c(c1c2=O)CCCC3 (stereo not given) the results were RT RNaseH block -4.1 and RmlC RmlD mix -3.0.
COc1ccccc1-n1cnnc1SCC(=O)c1ccc[nH]1 was read as RT RNaseH block -42.8 and RmlC RmlD mix -6.5.
`Cc1nn(-c2ccc(F)cc2)c(Cl)c1/C=C(\CCC(=O)O)c1nc2ccccc2s1` gave RmlC RmlD mix -16.3.
Screening CC(c1ccccc1)N1C(=O)c2ccccc2C1O (stereo not given) returned RmlC RmlD mix 5.9.
`CCCCN1C(=O)C(O)(CC(=O)c2ccco2)c2cc(Br)ccc21` (stereo not given) gave RT RNaseH block -0.7 and RmlC RmlD mix -10.8.
CCOC(=O)c1ccccc1NC(=O)COC(=O)C1=COCCO1 was read as RT RNaseH block -23.6 and RmlC RmlD mix -5.5.
For N=c1n(Cc2ccc(Cl)cc2)c2ccccc2n1CC(O)c1ccco1 (stereo not given) the results were RT RNaseH block 8.6 and RmlC RmlD mix -49.9.
Cc1cccc(N(C(=O)CNC(=O)c2ccco2)C(C(=O)NC2CCCC2)c2ccncc2)c1 (stereo not given) was read as RmlC RmlD mix 3.5.
For CC1(C)CC(=O)C(C=NCCN2CCN(C(=O)Cc3ccc(Cl)cc3)CC2)=C(O)C1 the results were RT RNaseH block -41.0 and RmlC RmlD mix -1.2.
Cc1c(Cl)cccc1NC(=O)Nc1ccn(C)n1 was read as RmlC RmlD mix -2.2.
For CSc1ccccc1C(=O)NCCSC(C)(C)C the results were RT RNaseH block -9.7 and RmlC RmlD mix -14.8.
Cc1ccc(S(=O)(=O)N2CCN(S(=O)(=O)c3ccc(C)cc3)C2c2ccccc2)cc1 was read as RmlC RmlD mix -10.2.
`COc1ccc(CCNC(=O)Cc2cc(OC)c(OC)cc2[N+](=O)[O-])cc1OC` gave RmlC RmlD mix 17.0.
For CCCNC(=O)Nc1cc(OCC)c(N2CCOCC2)cc1OCC the results were RT RNaseH block 3.1 and RmlC RmlD mix -11.2.
CC1(C)CC(=O)c2sc(N)nc2C1 was read as RT RNaseH block -8.0 and RmlC RmlD mix 6.5.
For Cc1ccc(OCC(O)Cn2c3ccccc3c3ccccc32)cc1 (stereo not given) the results were RmlC RmlD mix 7.7.
O=C(Nc1ccc(O)cc1C(=O)O)c1ccc2c(c1)C(=O)N(Cc1ccco1)C2=O was read as RT RNaseH block 13.8 and RmlC RmlD mix -12.4.
